Compound activity: PubChem, National Center for Advancing Translational Sciences (NCATS)
GAA inh: inhibitors of human lysosomal alpha-glucosidase; P10253; purified human GAA, 4-MU-alpha-glucoside fluorescence; Potency, µM (titrated, usually from 76.9 µM), inactives show at the top dose activity change, negative = inhibition, hits mostly inhibitors; 0.005% of 200,000 active;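 note: plate controls were uninhibited enzyme wells for no effect and no-enzyme background for full effect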
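AC50 values come from Hill fits of compound titrations (up to 77 uM) against 4 nM human enzyme. Substrate 4-methylumbelliferyl-alpha-D-pyranoside at 400 uM, pH 5.0 citrate buffer, 20 min room temperature; fluorescence Ex 365/Em 440 after alkaline stop.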
aGlu spleen mod: inhibitors or activators of human alpha-glucosidase in spleen homogenate; human spleen homogenate, 4-MU-alpha-glucoside fluorescence; P10253; 0.006% of 240,000 active; Potency, µM (highest dose often 79.9 µM), without a hit: at the top dose activity change, negative = inhibition, usual class: inhibitors;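 note: 0% = enzyme with vehicle and -100% = no enzyme basal signal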
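Human spleen homogenate (1 ug) incubated with compounds and 1 mM 4-methylumbelliferyl-alpha-D-glucopyranoside in pH 5.0 citrate/phosphate buffer, 37 C, 40 min. Stopped at pH 10; 4-MU fluorescence (Ex 365/Em 440 nm); AC50 by Hill fit.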
GoLoco inh red: inhibitors of human Gai1-RGS12 GoLoco interaction (red fluorophore) | P63096 | Gai1:RGS12 GoLoco peptide FP, rhodamine, 10 min | Potency, µM (titrated, usually from 61.6 µM), for inactives: at the top dose activity, negative = inhibition, most hits filed as inhibitors | 0.44% of 230,000 active | AID 880; active = well fitted inhibition curve with a large enough effect, not every such curve was filed as active; inactive = no such curve, though single readings can be large or run the other way; note: % is set by controls: 0 for no effect and ±100 for the full control effect; nearly all actives have a fitted effect of over 30% in size; many of its hits are not listed in these tables
Target sequence (P63096 whole entry, looked up): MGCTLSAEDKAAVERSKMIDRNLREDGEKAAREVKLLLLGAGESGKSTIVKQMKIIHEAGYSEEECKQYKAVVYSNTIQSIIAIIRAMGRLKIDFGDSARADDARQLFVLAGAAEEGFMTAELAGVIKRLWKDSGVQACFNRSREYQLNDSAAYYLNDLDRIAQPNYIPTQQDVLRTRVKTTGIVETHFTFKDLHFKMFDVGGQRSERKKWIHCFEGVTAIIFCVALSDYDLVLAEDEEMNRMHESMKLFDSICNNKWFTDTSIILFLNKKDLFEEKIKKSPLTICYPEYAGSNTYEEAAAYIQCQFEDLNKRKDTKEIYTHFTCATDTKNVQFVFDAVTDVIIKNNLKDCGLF
ALDH1A1 block: blocks purified human ALDH1A1 activity; Potency, µM (top dose mostly 75.3 µM), for inactives: at the top dose activity, negative = inhibition, usual class: inhibitors; P00352; 7.3% of 220,000 active; Purified ALDH1A1, NADH fluorescence, propionaldehyde substrate; active = well fitted inhibition curve with a large enough effect, not every such curve was filed as active; inconclusive = small, poorly fitted or top-dose-only effect, or another doubt; inactive = no such curve, though single readings can be large or run the other way;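 note: plate controls were no enzyme wells and a reference inhibitor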
SMN2 splice enh: SMN2 splice variant enhancement; HEK293 SMN2-luciferase splicing reporter, luminescence, 30-36 h; 2.8% of 210,000 active; AID 1458; Potency, µM (highest dose often 46.1 µM), for inactives: top-dose activity change, positive = activation, hits mostly activators; note: % of control where 0% means no effect; nearly all actives have a fitted effect of over 55% in size
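qHTS luciferase splicing reporter: luminescence rises when SMN2 exon 7 is included in transfected HEK293 cells. Compound exposure lasted 30-36 h at 37C, with 4.5 mM final sodium butyrate as control, followed by a ONE-Glo read.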
aGal spleen mod: alpha-galactosidase A (human) modulation | 0.008% of 240,000 active | human spleen homogenate, 4MU-alpha-Gal fluorescence, 40 min | AID 2107 | Potency, µM (series often up to 80 µM), without a hit: at the top dose activity change, negative = inhibition, most hits filed as inhibitors;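 note: 0% = enzyme with vehicle and -100% = no enzyme basal signal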
Target sequence (P06280 32-429 limits assumed): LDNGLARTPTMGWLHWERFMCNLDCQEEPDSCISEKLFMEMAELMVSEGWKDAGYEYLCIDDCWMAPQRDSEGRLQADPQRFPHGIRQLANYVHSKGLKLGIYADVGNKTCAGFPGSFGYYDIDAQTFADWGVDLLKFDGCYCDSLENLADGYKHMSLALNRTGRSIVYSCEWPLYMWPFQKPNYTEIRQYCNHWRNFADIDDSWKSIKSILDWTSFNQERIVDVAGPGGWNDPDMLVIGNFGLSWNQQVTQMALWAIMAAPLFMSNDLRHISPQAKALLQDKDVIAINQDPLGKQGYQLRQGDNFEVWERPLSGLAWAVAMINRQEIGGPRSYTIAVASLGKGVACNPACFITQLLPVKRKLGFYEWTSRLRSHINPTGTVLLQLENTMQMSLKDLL
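Human spleen homogenate (1 ug) was the enzyme source, with 4-methylumbelliferyl-alpha-D-galactopyranoside (1 mM final) in pH 5.0 citrate buffer with 0.01% Tween-20. Compounds were titrated; after 40 min at 37C, NaOH/glycine stop, 4-MU fluorescence read; AC50 from Hill fits.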
GAA glycogen mod: inhibitors or activators of human alpha-glucosidase glycogen cleavage | P10253 | recombinant GAA, glycogen substrate, Amplex Red glucose oxidase fluorescence | Potency, µM (series often up to 76.4 µM), without a hit: top-dose activity change, negative = inhibition, actives largely listed as inhibitors | 0.38% of 300,000 active;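 note: 0% = full enzyme reaction and -100% = no-enzyme basal signal; the screen sought inhibitors and activators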
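qHTS, 1536-well; enzyme 4 nM final; cpd up to 77 uM; substrate bovine liver glycogen 30 ug; 50 mM citrate/phosphate pH 5.0, 0.01% Tween-20; 37 C, 40 min; Amplex Red detection 45 min RT; Hill fit → AC50.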
KDM4E inh: inhibitors of human JMJD2E histone demethylase; AID 2147; JMJD2E catalytic domain, FDH-coupled NADH fluorescence (FDH is formaldehyde dehydrogenase); Potency, µM (series often up to 57.1 µM), for inactives: at the highest dose activity change, negative = inhibition, most hits filed as inhibitors; B2RXH2; 1.6% of 230,000 active; active = well fitted inhibition curve with a large enough effect, not every such curve was filed as active; inconclusive = small, poorly fitted or top-dose-only effect, or another doubt; inactive = no such curve, though single readings can be large or run the other way;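 note: 0% = wells with enzyme and -100% = buffer wells without enzyme; nearly all actives have a fitted effect of over 50% in size; many of its hits are not listed in these tables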
Target sequence (B2RXH2 1-337 limits assumed): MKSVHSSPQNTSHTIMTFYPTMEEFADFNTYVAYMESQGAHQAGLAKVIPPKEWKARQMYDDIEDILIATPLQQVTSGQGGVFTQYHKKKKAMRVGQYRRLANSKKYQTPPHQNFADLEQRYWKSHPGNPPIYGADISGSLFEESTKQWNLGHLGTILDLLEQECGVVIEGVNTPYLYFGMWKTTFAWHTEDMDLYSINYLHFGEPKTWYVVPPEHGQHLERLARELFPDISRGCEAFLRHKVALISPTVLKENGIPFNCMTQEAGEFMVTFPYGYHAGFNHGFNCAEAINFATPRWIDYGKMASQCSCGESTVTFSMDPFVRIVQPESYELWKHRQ
* hit, by the source's call; u = inconclusive; x = not tested or not shown; & = joins results of further samples; [ ] = dose if it differs, or a comment. Unless noted, calls come from the whole dose curve; as a rule, active = well fitted curve in the direction sought with a large enough effect; inconclusive = small, poorly fitted or top-dose-only effect, or another doubt; inactive = no such curve, though single readings can be large; an effect the other way counts as inactive or inconclusive. Potency is the fitted concentration of half-maximal effect. These rows are one share of the data; rates above refer to the full screens.

A first look (2 entries):
SMILES	GAA inh	aGlu spleen mod	GoLoco inh red	ALDH1A1 block	SMN2 splice enh	aGal spleen mod	GAA glycogen mod	KDM4E inh
CCC(=O)Oc1ccc2c(C)cc(=O)oc2c1C(=O)c1ccccc1	3%	-3%	-2%	-3%	8%	7%	6%	-12%
COc1ccc(C)cc1S(=O)(=O)N(CC(N)=O)Cc1ccccc1	9%	-6%	0%	u	-13%	0%	-3%	-3%

Results, repeating the preview:
SMILES	GAA inh	aGlu spleen mod	GoLoco inh red	ALDH1A1 block	SMN2 splice enh	aGal spleen mod	GAA glycogen mod	KDM4E inh
CCC(=O)Oc1ccc2c(C)cc(=O)oc2c1C(=O)c1ccccc1	3%	-3%	-2%	-3%	8%	7%	6%	-12%
COc1ccc(C)cc1S(=O)(=O)N(CC(N)=O)Cc1ccccc1	9%	-6%	0%	u	-13%	0%	-3%	-3%
Cc1cc(NC(=O)CCC(=O)NNC(=O)c2ccc(C(C)(C)C)cc2)no1	1%	1%	-2%	-11%	5%	0%	-5%	0%
O=C(CC1Sc2ccccc2NC1=O)OCc1cc(=O)oc2cc(O)ccc12 (stereo not given)	u	17%	5%	u	-16%	u	-4%	u
CCn1cc(C(=O)N2CCN(c3ccc(OC)cc3)CC2)c(=O)c2cc(S(=O)(=O)N3CCCCC3)ccc21	-12%	5%	-7%	11µM*	x	0%	1%	-25%
Cc1ccccc1NC(=S)Nc1cccc2cnccc12	1%	-2%	6%	u	-45%[inhibitor]	-3%	-10%	-15%
CCN(CC)S(=O)(=O)c1ccc(-c2nnc(SCC(=O)N3CCc4ccccc43)o2)cc1	-7%	4%	11%	1%	26%	5%	0%	15%
Cc1ccccc1NC(=S)NC(C)CCc1ccccc1 (stereo not given)	1%	-7%	x	-7%	x	2%	-23%	9%
CC(C)C1=CC2=CCC3[C@@](C)(CCC[C@@]3(C)C(=O)O)C2CC1 (stereo not given in full)	x	-5%	-6%	-12%	12%	9%	x	-9%
COC(=O)c1ccc(CNC(=O)CSc2nnc(COc3ccccc3)n2C)o1	-2%	-2%	-6%	-3%	3%	6%	4%	-3%
CC1=NNC(=O)C1CC(=O)N/N=C/C(C)=C/c1ccccc1 (stereo not given)	6%	-13%	6%	-3%	16%	-3%	u	-1%
Cc1cccc(C)c1OCCN1C(=O)NC(C)(c2ccccc2)C1=O (stereo not given)	-1%	-3%	3%	5%	x	-3%	7%	4%
Cc1ccc(-n2ncc3c(NCc4ccccn4)ncnc32)c(C)c1	-1%	-9%	10%	u	-10%	7%	7%	u
C1=C(CCNc2ncnc3c2[nH]c2ccccc23)CCCC1	u	-10%	40%[activator]	u	-43%[inhibitor]	-6%	4%	u
CCOc1cc2nc(-c3ccc(OC)c(OC)c3)nc(NCCCN3CCOCC3)c2cc1OC	-3%	-1%	2%	u	29%	4%	-19%	u
COc1ccccc1/C=C/C=N/NC(=O)c1ccc(=O)n(C)c1	-3%	-2%	10%	u	u	5%	-2%	u
Cc1cc(C)c2nc(C)cc(Nc3ccc(C(=O)N(C)C)cc3)c2c1	0%[15.4 µM]	1%	-5%	10%	x	-17%	11%	9%
CC(=O)Oc1ccc2ccccc2c1C(NC(=O)Cc1ccccc1)c1ccccc1 (stereo not given)	u	-13%	3%	8%	20%	0%	-7%	-5%
O=C(NC(=S)Nc1cccc(NC(=S)NC(=O)c2ccco2)n1)c1ccco1	-13%	-6%	-7%	u	-6%	-4%	6%	-13%
Cc1nnc2ccc(-c3ccc(NC(=O)Cc4cccs4)cc3)nn12	x	0%	19%	x	x	-7%	1%	u
O=C(CN1CCCCC1)Nc1nnc(-c2ccc([N+](=O)[O-])cc2)s1	u	-5%	8%	-1%	-21%	-11%	-6%	-2%
COc1ccccc1NC(=O)c1cc2n(n1)C(C(F)(F)F)CC(c1ccc3c(c1)OCO3)N2 (stereo not given)	u	1%	7%	u	14%	6%	-7%	-20%
CCOC(=O)C1=C(O)/C(=C\c2ccc(OC)c(OC)c2)N=C1C	1%	-22%	14%	-8%	-10%	0%	-8%	-6%
CC(=O)Nc1nnc(SCc2ccc(C(=O)Nc3ccccc3F)cc2)s1	2%	-5%	-24%	u	-17%	1%	2%	-19%
Cc1occc1C(=O)N/N=C/c1ccc(Cl)c([N+](=O)[O-])c1	5%	-11%	4%	4%	15%	-4%	0%	-5%
O=C1CC(N(O)c2ccccc2)C(=O)N1c1cc(Cl)cc(Cl)c1 (stereo not given)	-9%	1%	-2%	u	3%	1%	22µM*	-15%
CN(C(=O)CSc1cc(C(=O)c2nccn2C)c2ccccc2n1)c1ccccc1	x	-3%	-3%	x	x	1%	7%	-1%
Cc1cc(C(F)(F)F)nn1C(=O)c1cccnc1Cl	-4%	8%	8%	3%	-10%	10%	9%	4%
COC(=O)c1[nH]c2ccc(Br)cc2c1NC(=O)Oc1ccccc1	-4%	0%	-2%	u	u	7%	u	-9%
CCCN1C(=O)c2cc(C(=O)Nc3ccc(OC)cc3OC)ccc2C1Nc1ccc(OC)cc1OC (stereo not given)	-12%	-1%	3%	25µM*	x	-5%	-14%	-21%
Cn1cc(CN2CCC(C(O)CCc3ccccc3)CC2)c(-c2ccccc2F)n1 (stereo not given)	x	-14%	7%	8%	x	6%	-9%	1%
NC[C@@H]1O[C@H](O[C@H]2[C@H](O)[C@@H](O[C@H]3[C@H](O)[C@H](N)C[C@H](N)[C@H]3O[C@@H]3O[C@H](CO)[C@@H](O)[C@H](O)[C@@H]3N)O[C@H]2CO)[C@@H](N)[C@H](O)[C@@H]1O	x	-4%[29.1 µM]	-4%[21.6 µM]	-5%[20.9 µM]	-11%[20.6 µM]	3%[29.1 µM]	x	0%[25.5 µM]
CN(C)CCN1CCc2ccccc21	3%	-3%	13%	u	-8%	-8%	10%	u
COc1ccnc(Nc2cccc(C)c2)c1C#N	-4%	-1%	3%	13%	-6%	0%	5%	-7%
Cc1cccc(CN2CCN(CC(=O)NCCCN3CCCC3=O)C2=O)c1	-13%	-4%	13%	6%	3%	-1%	-6%	0%
CCOC(=O)C(NC(C)=O)(NS(=O)(=O)c1ccccc1)C(F)(F)F (stereo not given)	-4%	-6%	4%	5%	x	1%	3%	7%
COc1ccc(/C=N/Nc2nncc3ccccc23)cc1	1%	-5%	5%	-7%	0.71µM*	-2%	u	-11%
C=CCNC(=O)c1ccccc1S(=O)c1ccccc1C#N (stereo not given)	-2%	2%	10%	7%	-1%	1%	2%	7%
COc1ccccc1N1CCN(C(=O)CCNS(=O)(=O)c2ccc3c(c2)CCC(=O)N3)CC1	0%	-3%	-3%	3%	-26%	-5%	1%	6%
Cc1c(CCO)sc[n+]1CC(=O)OC12CC3CC(CC(C3)C1)C2	1%	4%	4%	5%	-9%[1.84 µM]	2%	11%	3%
CC(=O)N1CC(=O)N=C1SCC(=O)Nc1nc(-c2ccccc2)c(-c2ccccc2)s1	-9%	4%	5%	-13%	-21%	4%	-10%	u
O=CC(=O)c1ccccc1	x	1%	1%	2.8µM*	7%	7%	x	x
Cc1cc(C)c2c(n1)nn1c(NCCCn3ccnc3)cc(C)nc21	u	19%	-2%	u	33%	u	0%	u
CCN(CC)C(=O)CSc1nnc(CNc2ccc(F)cc2)n1Cc1ccco1	3%	-11%	1%	u	-13%	4%	-6%	-1%
CC(Cc1ccccc1)C(=O)N[C@@H](CO)Cc1ccccc1 (stereo not given in full)	5%	0%&11%	4%&3%	4%&12%	6%&-10%	1%&8%	6%	2%&-6%
N#Cc1ccccc1CSc1nc(N2CCCCC2)nc(N2CCCCC2)n1	-5%	-7%	-15%	-1%	-64%[inhibitor]	-4%	1%	9%
O=C1c2cccc3c(Cl)ccc(c23)C(=O)N1O	-4%	-3%	1%	-5%	-23%	4%	3%	2%
O=C(COc1cc(O)c2c(=O)cc(-c3ccccc3)oc2c1)c1ccc(F)cc1	1%	-14%	x	-13%	x	19%	4%	u
Cc1ccc(/C=C/C(=O)c2ccccc2O)cc1	x	-1%	11%	x	x	2%	-5%	-24%
O=C1CSC(c2cccnc2)N1CC1CC1 (stereo not given)	x	1%	-5%	x	x	-2%	0%	4%
Continued.
SMILES	GAA inh	aGlu spleen mod	GoLoco inh red	ALDH1A1 block	SMN2 splice enh	aGal spleen mod	GAA glycogen mod	KDM4E inh
C[C@@H](C(=O)O)[C@@H]1C[C@@]1(C)[C@@H](NC(=O)OCc1ccccc1)c1ccccc1	5%	10%&-1%	2%&0%	-9%&3%	6%&-12%	-14%&16%	x	4%&-11%
Cc1c(NC(=O)C(C)N2C(=O)C3CCCCC3C2=O)c(=O)n(-c2ccccc2)n1C (stereo not given)	6%	6%	-11%	-2%	-1%	-15%	3%	u
O=C(CN1C(=O)/C(=C/c2ccccc2)SC1=S)Nc1ncc(Cc2ccccc2)s1	1%	-6%	29%	u	-5%	2%	1%	2%
Cn1c(=O)cc(SCC(=O)NCc2ccco2)c2ccccc21	-4%	0%	x	-7%	x	-2%	-1%	6%
Cc1ccc(/C=C/S(=O)(=O)Nc2ccc(C)cc2)cc1	2%	2%	-2%	-2%	-8%	-2%	-22%	6%
S=c1[nH]nc(-c2ccccn2)n1/N=C/c1ccc(-c2ccccc2Br)o1	-7%	-2%	-4%	u	u	7%	3%	-25%
Cc1ccc(C2=NC(C(F)(F)F)(C(F)(F)F)c3c(n(-c4ccc(F)cc4)c(=O)[nH]c3=O)N2)cc1	u	4%	3%	u	-50%[inhibitor]	-3%	14%	u
Cc1cccc(-c2nc(C#N)c(NCC3CCCO3)o2)c1 (stereo not given)	x	0%	8%	x	x	9%	u	u
O=C(c1ccccc1)c1nc2c(n1O)CCCCC2	-2%	-3%	-10%	15%	15%	-2%	12%	3%
CCNC(=O)COC(=O)/C=C/c1ccccc1[N+](=O)[O-]	6%	3%	-1%	3%	9%	1%	14%	4%
Cc1c(CN2CCC(CO)(CCOc3ccccc3)CC2)[nH]c2c(Cl)cccc12	u	6%	5%	u	-21%	2%	-18%	-13%
O=C1NC(c2ccc(-c3ccccc3[N+](=O)[O-])o2)C(C(=O)c2ccc(F)cc2)C(O)(C(F)(F)F)N1 (stereo not given)	-2%	-8%	6%	u	1%	4%	-14%	8%
